ALOX15B inhib: blocks human 15-lipoxygenase 2 activity | O15296 | purified 15hLO-2, xylenol orange hydroperoxide absorbance | Potency, µM (doses to about 57.1 µM), for the others: top-dose activity change, negative = inhibition, actives largely listed as inhibitors | 110,000 tested, 0.56% active | AID 881; also: potency is read from the fitted curve at half-maximal effect; nearly all actives have a fitted effect of over 60% in size; many of its hits are not listed in these tables
Target sequence (O15296 whole entry, looked up): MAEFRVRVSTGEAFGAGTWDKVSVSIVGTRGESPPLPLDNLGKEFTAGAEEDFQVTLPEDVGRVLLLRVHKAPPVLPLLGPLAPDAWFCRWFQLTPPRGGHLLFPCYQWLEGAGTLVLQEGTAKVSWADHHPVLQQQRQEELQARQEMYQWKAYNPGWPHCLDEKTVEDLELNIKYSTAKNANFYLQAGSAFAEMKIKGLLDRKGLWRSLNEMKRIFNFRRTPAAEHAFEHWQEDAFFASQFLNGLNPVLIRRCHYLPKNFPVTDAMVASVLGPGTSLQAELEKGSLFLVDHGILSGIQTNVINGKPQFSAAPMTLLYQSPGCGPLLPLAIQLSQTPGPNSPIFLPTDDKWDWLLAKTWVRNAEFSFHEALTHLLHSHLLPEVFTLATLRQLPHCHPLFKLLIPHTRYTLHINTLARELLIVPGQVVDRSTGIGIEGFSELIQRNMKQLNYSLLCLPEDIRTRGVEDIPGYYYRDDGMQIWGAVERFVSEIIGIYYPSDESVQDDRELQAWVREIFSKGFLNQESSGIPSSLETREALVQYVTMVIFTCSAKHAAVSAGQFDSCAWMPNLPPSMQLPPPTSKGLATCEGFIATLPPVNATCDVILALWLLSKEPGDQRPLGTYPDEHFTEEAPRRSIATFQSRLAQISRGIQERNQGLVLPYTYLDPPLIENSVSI
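Purified human 15hLO-2 (50 nM) preincubated 15 min with compound, then 45 uM arachidonic acid for 90 min at RT in 25 mM Hepes pH 7.5, 0.01% Triton X-100. Hydroperoxide detected by Fe-xylenol orange; 573/405 nm absorbance ratio.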
12-hLO inh: blocks human 12-lipoxygenase activity | P18054 | purified 12-hLO, xylenol orange hydroperoxide absorbance | Potency, µM (series often up to 57.1 µM), for the others: at the top dose activity change, negative = inhibition, hits mostly inhibitors | 150,000 tested, 0.12% active | AID 1452; also: potency is read from the fitted curve at half-maximal effect; nearly all actives have a fitted effect of over 55% in size; many of its hits are not listed in these tables
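Hydroperoxide formation by human 12-lipoxygenase from 40 uM arachidonic acid was followed colorimetrically via ferric-xylenol orange complex, using the 573/405 nm absorbance ratio. Enzyme concentration was 150 nM, with 30 min reaction at room temperature.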
IMPase inh: IMPase inhibition in cells; CHO-M1 cells, IP1 accumulation, HTRF TR-FRET ratio; inhibition (IP1 accumulation), % at 46.1 µM; 120,000 tested, under 10 active; P97697; active = well fitted curve in the direction sought with a large enough effect in the signal ratio, not every such curve was filed as active; inconclusive = small, poorly fitted or top-dose-only effect, or a change in a side signal; inactive = no such curve, though single readings can be large or run the other way; the % refers to the signal ratio;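 also: cells stimulated with carbachol in lithium chloride buffer; plate controls were DMSO basal wells for no effect and reference inhibitor wells for full effect; higher means more IMPase inhibition seen as more IP1 and lower FRET ratio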
Target sequence (P97697 whole entry, looked up): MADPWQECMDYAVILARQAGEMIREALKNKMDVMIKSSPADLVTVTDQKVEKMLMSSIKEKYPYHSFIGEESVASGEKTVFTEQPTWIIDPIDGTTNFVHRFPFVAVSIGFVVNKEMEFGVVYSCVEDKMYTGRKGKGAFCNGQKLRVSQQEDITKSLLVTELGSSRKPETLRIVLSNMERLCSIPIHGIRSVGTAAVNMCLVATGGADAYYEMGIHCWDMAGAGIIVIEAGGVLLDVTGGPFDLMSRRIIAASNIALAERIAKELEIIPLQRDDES
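Seeded CHO-M1 cells were dosed with compound at up to 46 uM, stimulated with carbachol for 30 min, then lysed in IP-One detection reagents. Higher IP1 lowers the TR-FRET signal.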
PNC assembly inh: inhibitors of perinucleolar compartment assembly. PC3M PTB-GFP, PNC prevalence imaging, 16 h; active compounds read low. activity change (PNC), negative = inhibition, % at 10 µM. 140,000 tested, 3.1% active;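 active = readout at or below -70, meaning at least 70% loss of cells showing the perinucleolar compartment, a nuclear body marking cancer cells; inconclusive = readout between -30 and a set limit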;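 also: plate controls were DMSO wells for no effect and camptothecin positive control wells for full effect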
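Compounds are pinned in duplicate onto adhered PC3M cells stably expressing GFP-tagged PTB and incubated 16 h at 37 C. Cells are then fixed, nuclei stained with Hoechst, and PNC-positive cells counted.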
Starred values were filed as active, the others as inactive; u = inconclusive; x = no result given; & = joins results of further samples; [ ] = dose if it differs, or a comment. Unless noted, calls follow the shape of the dose curve; as a rule, active = well fitted curve in the direction sought with a large enough effect; inconclusive = small, poorly fitted or top-dose-only effect, or another doubt; inactive = no such curve, though single readings can be large; an effect the other way counts as inactive or inconclusive. Unless noted, % is scaled to controls: 0 for no effect and ±100 for the full control effect. An excerpt; rates above refer to the full screens.

SMILES	ALOX15B inhib	12-hLO inh	IMPase inh	PNC assembly inh
O=[N+]([O-])c1ccc(NCCO)c2ncccc12	x	-3%	-5	67
N#CC(C#N)=Cc1ccc(-c2ccccc2F)o1	x	-1%	x	-3
O=c1c2ccccc2nc(CNCc2ccco2)n1-c1ccc(F)cc1	x	1%	x	-83*
O=P(O)(OP(=O)(O)c1ccccc1)c1ccccc1 (tested in a mixture with another compound)	1%[11.4 µM]	1%[11.4 µM]	x	x
CC(C)Oc1cc(-n2c(=S)[nH]c3ccccc3c2=O)c(Cl)cc1Cl	u	u	-16	-15
COc1cc(OC)cc(C(=O)Nc2ccc(Br)cc2C(=O)c2ccccc2)c1	x	2%	-7	u
O=[N+]([O-])c1ccc(N2CCNCC2)cc1NC1CC1	8%	9%	3	10
CCCC(C)(COC(N)=O)COC(=O)NC(C)C (stereo not drawn)	0%	-2%&-3%	4	-14
CCCN1CCC[C@H](c2cccc(C#N)c2)C1	6%	4%	12	x
Cl/C=C/CCl	-4%	-2%	x	x
O=C(Cn1c(=O)c(C(F)(F)F)nc2ccccc21)N1CCC2(CC1)OCCO2	7%	2%	-1	26
CC1C(=O)OC2CCN3CC=C(COC(=O)[C@](C)(O)[C@]1(C)O)C23 (stereo partly drawn)	1%	-2%	x	x
CC(C)CON=O	-8%	2%	x	x
CN1CCc2c(c(N3CCCCC3)nc3n[nH]c(N)c23)C1	15%	4%	-3	-21
CCCC(C)(COC(N)=O)COC(N)=O	-6%	-4%	x	x
O=C(C(Cc1ccccc1)NS(=O)(=O)c1cccc2nsnc12)N1CCC2(CC1)OCCO2 (stereo not drawn)	-17%	-3%	-15	u
O=C1C[C@@H](c2ccc(O)cc2)Oc2cc(O)cc(O)c21	-2%[25.6 µM]	-2%	-2[20.6 µM]	0
Nc1ccccc1C(=O)c1ccccc1	1%	-6%	0	u
C=CCN1C(=O)NC(=O)/C(=C/c2cccn2C)C1=O	-27%	1%	9	-7
O=C(COc1ccc(Cl)cc1)N1CCN(C/C=C/c2ccccc2)CC1	16%	-12%	3	32
COc1cccc(-n2c(C)nc3ccccc3c2=O)c1	2%	-1%	8	-16
CN1C[C@@H](C(=O)N[C@@]2(C)O[C@]3(O)C4CCCN4C(=O)[C@@H](Cc4ccccc4)N3C2=O)C=C2c3cccc4[nH]cc(c34)C[C@@H]21 (stereo partly drawn)	-20%	-5%	-3	x
C=CCn1c(O)c(C=Nc2ccc(OC)cc2C)c(=O)[nH]c1=O	-19%	0%	-2	-3
N#CC(C#N)=NNc1cccc(Cl)c1	u	-11%	x	x
NP(=O)(OCC(F)(F)F)Oc1cccc2ccccc12 (stereo not drawn)	x	0%	x	10
Next section:
SMILES	ALOX15B inhib	12-hLO inh	IMPase inh	PNC assembly inh
CN1CCC(N(C)c2ncnc3ccc(Br)cc23)CC1	17%	6%	-22	-9
Cc1c(C(=O)N2CCC3(CC2)OCCO3)oc2ccc(S(=O)(=O)N3CCCCC3)cc12	x	0%	x	48
COCc1cc(C2SCC(=O)Nc3c2c(=O)[nH]n3C(C)C)ccc1OC (stereo not drawn)	3%	-10%	15	31
O=c1[nH]c(=O)n(C2CCCCC2)c(O)c1C1NCCc2ccccc21 (stereo not drawn)	2%	-4%	-11	12
CN(C)[C@@H]1C(=O)C(C(N)=O)=C(O)[C@@]2(O)C(=O)C3=C(O)c4c(O)cccc4[C@@](C)(O)[C@H]3[C@H](O)[C@@H]12	3%	-8%&-13%	u	33
CC1(C)C(O)CC(O)[C@]2(C)C1CC(O)[C@]1(C)C2CC[C@@]2(C)C(c3ccoc3)OC(=O)C3O[C@]312 (stereo partly drawn)	4%	-1%	x	x
COc1ccc(OC)c(C(O)C(C)N)c1 (stereo not drawn)	-3%	-4%&0%	x	21
Clc1ccccc1	-2%	0%	x	x
OCC(O)[C@H]1O[C@@H]2O[C@H](C(Cl)(Cl)Cl)O[C@@H]2[C@H]1O (stereo partly drawn)	-7%[0.0915 µM]	0%[0.00818 µM]	x	x
O=C(CN1CCOCC1)c1cccc2ccccc12	-16%	-19%	-1	27
O=C(CNS(=O)(=O)c1ccc(Br)s1)N1CCC2(CC1)OCCO2	-2%	-2%	0	35
OC(C#CCN1CCOCC1)(c1ccccc1)C1CCCC1 (stereo not drawn)	x	6%	10	u
O=C(Cl)OCc1ccccc1	-4%	-4%	x	x
CCOC(C(=O)OCCC[N+](C)(CC)CC)(c1ccccc1)c1ccccc1	31%[activator]	9%	20	-9
Cc1noc(COc2ccccc2OCC(O)CNC(C)(C)C)n1 (stereo not drawn)	-1%	4%	u	-3
COc1ccc2nc(NC3=NCCN3)sc2c1	x	3%	x	-8
C=C(CC1(C(C)NP(=O)(c2ccccc2)c2ccccc2)CC1)c1ccccc1 (stereo not drawn)	5%	-5%	x	x
Cc1ccccc1-n1c(O)c(/C=N/c2nccs2)c(=O)[nH]c1=O	x	1%	x	8
O=c1[nH]c(=O)n(CCC2=CCCCC2)c(O)c1C=Nc1cccc(F)c1	13%	12%	2	59
CCCCSP1(=S)NCCCO1 (stereo not drawn)	-3%	-3%	8	u
O=c1c2cc([N+](=O)[O-])ccc2nc(CN2CCOCC2)n1-c1ccccc1F	-11%	-15%	4	-18
CC(C)C(=O)N1CCN(CCN=Cc2c(O)n(C)c(=O)n(C)c2=O)CC1	5%	3%	0	50
CN(C)CC#CCC(O)(c1ccccc1)C1CCCC1 (stereo not drawn)	1%	1%	21	2
CC(=O)C1(c2ccccc2)CCNCC1	8%[2.29 µM]	-2%	-9	u
CC(c1ccccc1)n1cncc1C(=O)N1CCCC1=O (stereo not drawn)	-6%	-5%	-2	-13

Part of the list above with just IMPase inh, PNC assembly inh and 12-hLO inh.
Molecule	IMPase inh	PNC assembly inh	12-hLO inh
OC(C#CCN1CCOCC1)(c1ccccc1)C1CCCC1 (stereo not drawn)	10	u	6%
Clc1ccccc1	x	x	0%

Next compounds follow.
SMILES	ALOX15B inhib	12-hLO inh	IMPase inh	PNC assembly inh
c1ccc2c(NC3=NCCS3)cccc2c1	22%	-4%	17	39
Cc1c(N=Cc2c(O)n(Cc3ccco3)c(=O)[nH]c2=O)c(=O)n(-c2ccccc2)n1C	-2%	4%	25	-82*
Cc1ccc(OCC(=O)N2CCN(CC3CC4C=CC3C4)CC2)cc1 (stereo not drawn)	4%	-6%	u	u
Cc1ccc(C2CC(=O)C(C=NCCN3CCN(C(=O)Cc4ccccc4)CC3)=C(O)C2)cc1 (stereo not drawn)	0%	-12%	8	64
NC(N)=N/N=C\c1c(Cl)cccc1Cl	35%[activator]	4%	x	x
CC(C)c1cccc(C(C)C)c1OCCn1ccnc1	47%[activator]	7%	19	u
CN(C(=O)Oc1ccc(C(=O)c2ccc(Cl)cc2)cc1)c1ccccc1	x	-1%	x	1
Cc1cccc(CNCCc2ccccc2)n1	x	1%	x	u
O=C(c1cc2nc(-c3ccccc3)cc(-c3ccccc3)n2n1)N1CCC2(CC1)OCCO2	8%[2.29 µM]	-4%	-8	-6
CN1C(=O)NC(=O)C2(Cc3ccccc3N3CCOCC32)C1=O (stereo not drawn)	-16%	0%	-6	u
O=c1[nH]c(=S)n(Cc2ccco2)c(O)c1C=NCc1cccs1	0%	-13%	6	-16
CCOCCCN=Cc1c(O)n(Cc2ccccc2)c(=O)[nH]c1=O	4%	-6%	12	-17
CC(C)NP(=O)(NC(C)C)OP(=O)(NC(C)C)NC(C)C	-9%	-3%	3	x
O=C(O)[C@H]1CCN1	5%	6%	1	x
CCOC(=O)C1=C(N)Oc2cc(C)oc(=O)c2C12C(=O)N1c3c(cc(OC)cc32)C(C)=CC1(C)C (stereo not drawn)	-21%	-3%	-10	-19
O=c1[nH]c(=S)[nH]c(O)c1CN1CCCCC1	x	2%	x	u
O=C(COc1ccc(Cl)cc1Cl)N1CCN(C/C=C/c2ccccc2)CC1	39%[activator]	-11%	1	28
O=C1C=CC(=O)c2c(O)cccc21	3.2µM*	-24%	x	x
CCCCn1c(O)c(C(C)=NCCCn2ccnc2)c(=O)[nH]c1=O	3%	4%	-2	u
CC12CN3CC(C)(CN(C1)C3c1cccnc1)C2=O (stereo not drawn)	-1%	1%	4	-3
O=c1[nH]c(=O)n(Cc2ccc(F)cc2)c(O)c1C=NCCCN1CCOCC1	-5%	1%	0	20
Cc1cccc(CS(=O)(=O)Cc2ccc(C(=O)N3CCC4(CC3)OCCO4)o2)c1	9%	-2%	23	10
O=C(Cc1ccccc1)Oc1cccc(N2C(=O)CCC2=O)c1	-6%	4%	-2	-100*
O=c1cccc2n1CC1CC2CN2CCCCC12 (stereo not drawn)	2%	1%	x	x
OCCOCCO	-9%	4%	x	x

Reformatted as comma-separated lines: 6 of the compounds above
SMILES,ALOX15B inhib,12-hLO inh,IMPase inh,PNC assembly inh
COc1ccc2nc(NC3=NCCN3)sc2c1,x,3%,x,-8
C=C(CC1(C(C)NP(=O)(c2ccccc2)c2ccccc2)CC1)c1ccccc1 (stereo not drawn),5%,-5%,x,x
Cc1ccccc1-n1c(O)c(/C=N/c2nccs2)c(=O)[nH]c1=O,x,1%,x,8
O=c1[nH]c(=O)n(CCC2=CCCCC2)c(O)c1C=Nc1cccc(F)c1,13%,12%,2,59
CCCCSP1(=S)NCCCO1 (stereo not drawn),-3%,-3%,8,u
O=c1c2cc([N+](=O)[O-])ccc2nc(CN2CCOCC2)n1-c1ccccc1F,-11%,-15%,4,-18

Continued:
SMILES	ALOX15B inhib	12-hLO inh	IMPase inh	PNC assembly inh
CCc1ccc(N2C(=O)NC(=O)C(Cc3ccc(OC)cc3OC)C2=O)cc1 (stereo not drawn)	-7%	-28%	0	4
O=C1C2CCCC1C(N1CCCC1)CC2 (stereo not drawn)	x	-1%	x	-8
C=CCn1c(O)c(C=NCCN(C)C)c(=O)[nH]c1=O	0%	1%	0	23
Cn1c(O)c(C=NCc2ccco2)c(=O)n(C)c1=O	2%	0%	-5	u
CCC(=NCCCN(C)C)c1c(O)n(-c2ccc(OC)cc2)c(=O)[nH]c1=O	-2%	1%	23	u
COc1ccc(C2SCC(=O)Nc3c2c(C)nn3C2CCOC(C)(C)C2)cc1 (stereo not drawn)	-11%	1%	-5	u
CCC(=NCc1ccco1)c1c(O)n(C2CCCCC2)c(=O)[nH]c1=O	-11%	-6%	5	-1
c1ccc([C@H]2CNCc3ccccc32)cc1	33%[activator]	-3%	4	x
CCOC(=O)C1OC1(C)c1ccccc1 (stereo not drawn)	6%	-2%	x	x
CCN(CC)CCNC(=O)c1c(O)c2ccccc2n(Cc2ccccc2)c1=O	62%[activator]	-11%	3	-23
Cc1ccc(C2C(S(C)(=O)=O)=C(O)C(=O)N2c2ccccc2)cc1 (stereo not drawn) (tested in a mixture with another compound)	2%	9%	-21	66
Nc1ccc(Cl)cc1N	4%	-3%	x	x
Cc1nc2ccccc2c(=O)n1-c1ccccn1	-11%	-4%	-1	10
C[N+]1([O-])[C@@H]2CC(OC(=O)[C@@H](CO)c3ccccc3)C[C@@H]1[C@H]1O[C@H]12 (stereo partly drawn)	1%[11.4 µM]	0%[11.4 µM]	19[20.6 µM]	x
O=P(OCC(F)(F)C(F)F)(N1CCOCC1)N1CCOCC1	-5%	-1%	-5	-8
CCOC(=O)c1c(C)[nH]c(C(=O)C(Cc2ccccc2)N(C)C)c1C (stereo not drawn)	27%	1%	1	-20
O=C(Nc1cccc(C(F)(F)F)c1)c1cccn(Cc2ccc3c(c2)OC(F)(F)O3)c1=O	-16%	-8%	-3	u

As entered above:
`N#CC(C#N)=NNc1cccc(Cl)c1` in 12-hLO inh reads -11%
`Cc1ccccc1-n1c(O)c(/C=N/c2nccs2)c(=O)[nH]c1=O` in 12-hLO inh reads 1%
`c1ccc([C@H]2CNCc3ccccc32)cc1` in ALOX15B inhib reads 33%[activator]
`CN(C)CC#CCC(O)(c1ccccc1)C1CCCC1` (stereo not drawn) in IMPase inh reads 21
`Cn1c(O)c(C=NCc2ccco2)c(=O)n(C)c1=O` in IMPase inh reads -5
